Source: PubChem BioAssay (The Scripps Research Institute Molecular Screening Center)
OX1R antag-1 = human HCRTR1 antagonism. AID 434989. inhibition, % at 5 µM. CHO/OX1R cells, Fluo-8 calcium fluorescence, orexin A. 0.43% of 330,000 active. O43613;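 active = inhibition above its plate's threshold, mean inhibition of all tested compounds on the plate plus 3 SD, cut at about 37% in these data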;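 note: 0% = orexin A challenge wells and 100% = SB-334867-A antagonist wells; not every result past the cut was called active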
Target sequence (O43613 whole entry, looked up): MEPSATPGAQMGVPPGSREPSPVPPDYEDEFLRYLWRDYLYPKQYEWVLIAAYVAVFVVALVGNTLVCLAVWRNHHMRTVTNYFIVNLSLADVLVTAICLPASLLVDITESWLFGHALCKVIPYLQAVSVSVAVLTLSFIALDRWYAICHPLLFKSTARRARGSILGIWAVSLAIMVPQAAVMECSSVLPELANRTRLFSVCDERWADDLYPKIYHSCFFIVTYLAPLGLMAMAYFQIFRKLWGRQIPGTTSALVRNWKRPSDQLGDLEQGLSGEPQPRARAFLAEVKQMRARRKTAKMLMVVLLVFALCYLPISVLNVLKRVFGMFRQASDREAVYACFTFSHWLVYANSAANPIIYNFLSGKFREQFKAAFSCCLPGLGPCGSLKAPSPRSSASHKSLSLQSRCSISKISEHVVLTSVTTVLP
OX1R antag-2 = OX1R (human) antagonism; 1.8% of 330,000 active; O43613; AID 485270; inhibition, % at 6.6 µM; OX1R-expressing cells, FRET antagonist read-out; in the data active = inhibition mostly above about 38%, no sharp cut-off; inactive = mostly below about 40%;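 note: 0% = agonist challenge alone and 100% = reference antagonist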
* marks the source's active call; other numbers are inactive results; & = joins results of further samples.

SMILES | OX1R antag-1 | OX1R antag-2
CS(=O)(=O)N(CC(=O)Nc1ccc(Br)cc1F)C1CCCCC1 | -34 | 3
COCc1ccc(C(=O)N(C)CC2CCCN(CCc3ccccc3F)C2)o1 (configuration not stated) | -10 | 2
CN(CCC#N)C(=O)COc1ccc(Br)cc1Cl | -9 | 14
COc1ccccc1NC(=O)CNC(c1ccccc1)c1ccccc1 | -35 | 11
CN(c1ccccc1)S(=O)(=O)c1cccc(NC(=O)CSc2nncs2)c1 | 12 | 43
Cc1nccn1CCCNC(=O)CC1C(=O)NCCN1Cc1ccc(Cl)c(F)c1 (configuration not stated) | 7 | -2
COc1cc(/C=C2\SC(=S)N(NS(=O)(=O)c3ccccc3)C2=O)ccc1O | 24 | 47
CCN(CC)CCNC(=O)c1cc([N+](=O)[O-])c(N(C)C)cc1OC | -11 | 31
O=C(/C=C/c1c(Cl)cccc1Cl)NCc1ccccc1 | -3 | 17
N#CC1=C(N)C2=CCCC[C@H]2[C@H](c2cccc(F)c2)C1(C#N)C#N | -12 | 15
Nc1ccccc1Sc1ccc(C(F)(F)F)cc1[N+](=O)[O-] | -23 | 10
CCOC(=O)C1CCN(C(=O)c2cc(C)n(C(C)(C)C)n2)CC1 | -6 | 14
COc1ccc(Nc2nc3c(C)cccn3c(=O)c2C=NCc2ccccc2)cc1 | -20 | 15
CCO/C([O-])=N/c1c[n+](N2CCOCC2)no1 | -12&-6 | 7&13
CC1CCN(C(=O)c2[nH]cnc2C(=O)NCC(=O)OC(C)(C)C)CC1 | -11 | 14
CCOC(=O)/C(C#N)=C\c1cc(OC)c(OC)cc1[N+](=O)[O-] | -11 | 39
COC(=O)c1ccc(NC(=O)c2ccc(OC(C)=O)c(OC)c2)cc1 | -8 | 25
O=c1c2cc(Cl)ccc2nc(-c2ccc(Cl)c(Cl)c2)n1O | 3 | 7
COC(=O)Nc1ccc(S(=O)(=O)N2CCC(C(=O)NC3CCCCC3)CC2)cc1 | -13 | 11
Cc1cccc(NC(=O)c2ccc(OCC(=O)NCc3ccccc3)cc2)c1C | -9 | 12
CN1C(=O)/C(=C/c2ccccc2OCc2ccc(C(=O)O)cc2)NC1=S | -12 | 65
Cc1ccc2nc(Cn3cc(C(F)(F)F)ccc3=O)cc(=O)n2c1 | -1 | 24
N#CCCN(C(=O)COc1ccc(Cl)cc1Cl)c1ccccc1 | -21 | -5
Cc1ccc(C(=O)NN2C(=O)C3C4c5ccccc5C(c5ccccc54)C3C2=O)cc1 (configuration not stated) | -20 | 19
CCc1nc2n[nH]c(N)c2c2c1CCCC2 | -4 | 5

Next section:
SMILES | OX1R antag-1 | OX1R antag-2
CCN(CC)S(=O)(=O)c1cc(C(=O)OC)ccc1Cl | -6 | 11
O=C(NCCc1csc(-c2cccnc2)n1)c1ccc(Br)o1 | -17 | 5
CCOC(=O)N1CCC(NC(=O)CS(=O)(=O)Cc2nc(-c3ccc(C)cc3)oc2C)CC1 | -24 | 11
COc1ccc(CNC(=O)CSc2nnc3nc(C)cc(C)n23)cc1OC | -5 | 14
C[C@H](NC(=O)CCCOc1ccc(Cl)cc1Cl)c1nnc2ccccn12 | -4 | 17
CNS(=O)(=O)c1ccc(NC(=S)Nc2ccc3c(c2)OCO3)cc1 | -14 | 16
Cc1cccc(NC2=NCC(=O)N2Cc2cccs2)c1 | -15 | 12
Cc1cc(C)c2c(N)c(S(=O)(=O)c3ccccc3)sc2n1 | -15 | 18
Cc1ccccc1-n1c(-c2ccc3ccccc3n2)n[nH]c1=S | -22 | 8
O=C(NCc1ccncc1)Nc1cccc(Cl)c1 | -12 | 13
NC(=O)CCCc1nc(-c2ccccc2Cl)no1 | -16 | 3
O=[N+]([O-])c1ncn(C23CC4CC(CC(C4)C2)C3)n1 | -2 | 12
O=C(Nc1ccccc1)N(Cc1ccc2c(c1)OCO2)Cc1nc2ccccc2c(=O)[nH]1 | -22 | 67
CCCn1c(COc2ccc(C(=O)O)cc2)nc2ccccc21 | -5 | 8
C=CCOc1cccc(C2/C(=C(/O)c3ccccc3)C(=O)C(=O)N2CCN2CCOCC2)c1 (configuration not stated) | -17 | 19
CCOC(=O)C1CCN(CCC(=O)Nc2ccc(C)cc2)CC1 | -5 | 9
Cc1c(NC(=O)C(C)c2ccc(CC(C)C)cc2)c(=O)n(-c2ccccc2)n1C (configuration not stated) | -5 | 13
CNc1nnc(SCC(=O)c2cc(C)n(C3CC3)c2C)s1 | -16 | 12
COc1ccc(CNC(=O)COC(=O)C2=COCCO2)cc1 | -15 | 14
Cc1cccc(NC(=O)Cn2c(=O)oc3ccccc32)n1 | 3 | 27
O=C(c1ccc(S(=O)(=O)N2CCCCC2)cc1)N1CCN=C1SCc1cccnc1 | -14 | 10
CN(c1ccccc1)S(=O)(=O)c1cccc(C(=O)NCc2ccccc2)c1 | -16 | 9
O=C(Nc1ccc(OC(=O)c2cccs2)cc1)c1ccco1 | -10 | 43
O=C(N/N=C/c1ccccc1C(=O)O)c1cccc(S(=O)(=O)Nc2cc(Cl)ccc2Cl)c1 | -12 | 16
Cc1ccc(/C(O)=C2/C(=O)C(=O)OC2c2ccc(Cl)cc2)cc1 (configuration not stated) | 0 | 7

New compounds follow
SMILES | OX1R antag-1 | OX1R antag-2
CSc1ccccc1-c1nnc(-c2ccc(Cl)cc2Cl)o1 | -11 | 16
Cc1ccc(NC(=O)CSc2n[nH]c(C)c2[N+](=O)[O-])cc1 | -4 | 32
COc1ccc(NC(=O)CSc2nc3c(c(=O)n2-c2ccccc2)SCC3)c(OC)c1 | -35 | 4
CC1CCCCC1NC(=O)c1ccc(CSc2nc3ccncc3[nH]2)cc1 (configuration not stated) | -31 | 15
CCCCN(C(=O)CCC(=O)Nc1cc(C)on1)C(C(=O)NC(C)(C)C)c1ccccc1Cl (configuration not stated) | -34 | 20
CCC(=O)NC(=S)Nc1ccc(S(=O)(=O)NC(C)=O)cc1 | -13 | 6
N#CCSc1nc2ccc(N3CCOCC3)cc2c(=O)n1CCc1ccccc1 | -39 | 31
O=C(C1=C(O)C(=O)N(c2nccs2)C1c1ccccc1)c1cc2ccccc2o1 (configuration not stated) | 52* | 6
CC(OC(=O)C1=Cc2ccccc2OC1)C(=O)NC(C)(C)C (configuration not stated) | -6 | 23
Cc1[nH]nc(Nc2ccc(Br)cc2)c1[N+](=O)[O-] | -9 | 17
COc1ccc(CCn2c(N)c(C#N)c3nc4ccccc4nc32)cc1OC | 8 | 41
Cc1ccc(C(=O)/C=C/Nc2ccccn2)cc1 | -33 | 24
O=c1[nH]ncc2c3ccccc3n(Cc3ccccc3F)c12 | -14 | 14
CCO[C@H]1OC(C(=O)NCc2ccccc2)=C[C@@H](c2ccc3c(c2)OCO3)[C@@H]1CCCO | -9 | 20
CCCCOC(=O)CSC1=C(C#N)C(c2ccccc2OC)C(C#N)C(=O)N1 (configuration not stated) | -27 | 6
CC(C)OC(=O)CSc1nc2cc3c(cc2cc1C#N)OCO3 | -10 | 17
O=C(CNC(=O)c1sc2ccccc2c1Cl)NCc1ccccc1 | -29 | 27
N#C/C(=C\c1ccccc1)C(=O)Nc1ccccn1 | 1 | 12
O=C(NCCCN1CCCC1=O)c1sc2ccccc2c1Cl | -18 | 9
O=C(O)c1cccc(CSc2nc(-c3ccc(Cl)cc3)cc(C(F)(F)F)n2)c1 | 35 | 21
Cc1cccn2c(=O)c3cc(C(=O)NCCN4CCOCC4)c(=N)n(Cc4ccc(F)cc4)c3nc12 | -16 | 40*
O=C(CN1CCOCC1)Nc1c2c(nc3ccccc13)N(Cc1ccccc1)CC2 | -29 | 22
COc1cccc(C(=O)NCCS(=O)(=O)NCCCc2ccccc2)c1 | -24 | 10
O=C(NCc1cccnc1)c1ccccc1NS(=O)(=O)c1ccc(F)cc1F | -2 | 10
O=C(COc1coc(CN2CCN(c3ccccc3)CC2)cc1=O)NC1CCCC1 | -15 | 9

Reformatted with two lines to a compound: entries from further up
Every second line gives: OX1R antag-1, OX1R antag-2
N#CCSc1nc2ccc(N3CCOCC3)cc2c(=O)n1CCc1ccccc1
  -39, 31
O=C(C1=C(O)C(=O)N(c2nccs2)C1c1ccccc1)c1cc2ccccc2o1 (configuration not stated)
  52*, 6
CC(OC(=O)C1=Cc2ccccc2OC1)C(=O)NC(C)(C)C (configuration not stated)
  -6, 23
Cc1[nH]nc(Nc2ccc(Br)cc2)c1[N+](=O)[O-]
  -9, 17
COc1ccc(CCn2c(N)c(C#N)c3nc4ccccc4nc32)cc1OC
  8, 41
Cc1ccc(C(=O)/C=C/Nc2ccccn2)cc1
  -33, 24
O=c1[nH]ncc2c3ccccc3n(Cc3ccccc3F)c12
  -14, 14
CCO[C@H]1OC(C(=O)NCc2ccccc2)=C[C@@H](c2ccc3c(c2)OCO3)[C@@H]1CCCO
  -9, 20
CCCCOC(=O)CSC1=C(C#N)C(c2ccccc2OC)C(C#N)C(=O)N1 (configuration not stated)
  -27, 6
CC(C)OC(=O)CSc1nc2cc3c(cc2cc1C#N)OCO3
  -10, 17
O=C(CNC(=O)c1sc2ccccc2c1Cl)NCc1ccccc1
  -29, 27
N#C/C(=C\c1ccccc1)C(=O)Nc1ccccn1
  1, 12
O=C(NCCCN1CCCC1=O)c1sc2ccccc2c1Cl
  -18, 9
O=C(O)c1cccc(CSc2nc(-c3ccc(Cl)cc3)cc(C(F)(F)F)n2)c1
  35, 21
Cc1cccn2c(=O)c3cc(C(=O)NCCN4CCOCC4)c(=N)n(Cc4ccc(F)cc4)c3nc12
  -16, 40*
O=C(CN1CCOCC1)Nc1c2c(nc3ccccc13)N(Cc1ccccc1)CC2
  -29, 22

Next section
SMILES | OX1R antag-1 | OX1R antag-2
O=C(COc1ccccc1)NCCSCc1ccc(Cl)cc1 | -8 | 11
Cc1nc(C(=O)NCC(=O)c2ccccc2)c(C(F)(F)F)o1 | -5 | 1
NC(=O)C1CCCN(CC(=O)Nc2ccccc2C(=O)NC2CC2)C1 (configuration not stated) | -3 | 6
CCOC(=O)Cn1c(=O)n(Cc2ccco2)c(=O)c2ccc(C(=O)NC3CCCC3)cc21 | -10 | 18
O=C(C[n+]1cc(Br)cc2ccccc21)c1ccc(Cl)cc1 | -18 | 5
Cc1cccc(-c2noc(CNC(=O)c3ccco3)n2)c1 | -4 | 16
Nc1nc(SCC(=O)NCC2CCCO2)[nH]c(=O)c1NC(=O)c1ccc(F)c(F)c1 (configuration not stated) | 3 | 12
CC(=O)c1ccccc1C(=O)N1CCCC(CNC(=O)c2ccccc2Cl)C1 (configuration not stated) | -18 | -4
O=C(COn1nnc2ccc(S(=O)(=O)N3CCOCC3)cc21)Nc1c(F)c(F)c(F)c(F)c1F | 0 | 26
O=C1C=C(c2ccc3ncccc3c2)C[C@@H](c2ccc(Cl)cc2)C1 | -44 | 3
COCC1CCN(Cc2c(C(=O)N3CCN(C4CCCCC4)CC3)nc3ccccn23)C1 (configuration not stated) | 3 | 23
O=P(COCCO)(c1ccccc1)c1ccccc1 | -3 | 8
O=C(CN1CCCCCC1)Nc1c(Cl)cc(Cl)cc1Cl | -24 | -5
O=C(COc1ccc2c3c(c(=O)oc2c1)CCC3)NC(Cc1ccc(Cl)cc1)C(=O)O (configuration not stated) | -5 | 7
COC1CCN(Cc2c(C(=O)N3C[C@@H](C)O[C@@H](C)C3)nc3ccc(Cl)cn23)CC1 | -21 | 30
O=C(NC(=S)Nc1cccc(O)c1)c1ccco1 | -4 | 5
CC1CC(C)CN(C(=O)CSCC(=O)Nc2nc(-c3cccs3)cs2)C1 (configuration not stated) | -20 | 11
COc1ccc(CCNC(=O)c2cnn3cccnc23)cc1OC | -10 | -1
COc1ccc(N/C(N)=N/c2nc(C)cc(C)n2)c(OC)c1 | -22 | 2
CCN(C(=O)CSc1nc2ccccc2c(=O)n1-c1ccccc1F)C1CCS(=O)(=O)C1 (configuration not stated) | -8 | 4
Cc1cc(C)c(O)c(NC(=S)NC(=O)Cc2ccccc2)c1 | 6 | 6
Cc1sc2ncnc(Oc3ccc(-n4ccnc4)cc3)c2c1C | -27 | 31
C=CCNC(=O)C(C#N)c1nc2ccccc2nc1N1CCN(Cc2ccccc2)CC1 (configuration not stated) | -11 | 2
Cc1oc(-c2ccc(Cl)cc2)nc1CS(=O)CC(=O)NCc1ccc2c(c1)OCO2 (configuration not stated) | -34 | -2
Cc1ccc(NC(=S)NNC(=O)c2c(Cl)c(C)nn2C)cc1 | -12 | 0

Continued.
SMILES | OX1R antag-1 | OX1R antag-2
O=C(Cc1ccccc1[N+](=O)[O-])NCc1ccc(Cl)cc1 | 7 | 14
COc1ccc2nc3cc(Cl)ccc3c(Nc3cc(C(C)C)c(O)cc3C)c2c1 | -15 | 11
COc1ccc(Br)c(C(=O)NC(C)(C)CO)c1 | -6 | 8
O=C(Nc1ccc(S(=O)(=O)Nc2ncccn2)cc1)c1ccccc1NS(=O)(=O)c1ccc(F)cc1 | -6 | 10
COc1ccc(NC(=O)c2cc(S(=O)(=O)N3CCCC3)cn2C)cc1Cl | -27 | 11
COc1ccc(-c2noc(Cc3ccc(Cl)cc3)n2)cc1OC | -26 | 4
Cc1ccc(C(=O)N/N=C\c2ccc3c(c2)OCO3)cn1 | -7 | 23
Cc1cc(-n2c(C)cc(C(=O)CSc3nc4ccccc4c(=O)n3Cc3ccco3)c2C)no1 | -32 | 2
COc1ccc(C2CC(c3cccs3)=NN2C(=O)CSC2=NCCS2)cc1 (configuration not stated) | -36 | 20
CCOC(=O)C1=C(C)C/C(=N\NC(=O)c2ccccc2O)CC1 | -9 | 8
Cc1ccc(S(=O)(=O)N2CCOCC2)cc1NC(=O)CSc1nnnn1C | -1 | 8
